MRP resist rev = compounds reversing MRP-mediated drug resistance; H69AR cells + 2 uM doxorubicin, CellTiter-Glo, 72 h; differential viability (reversal), % at 10 µM; 85,000 compounds, 0.04% hits;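 active = viability drop by adding the cancer drug above about 55%, with treated viability meeting a 40% cutoff, limit read from the data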;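 note: viability without doxorubicin minus viability with 2 µM doxorubicin for each compound; larger differential means the compound sensitizes cells more to doxorubicin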
IL1B NFkB inh = blocks IL-1B driven NFkB nuclear translocation in HUVEC cells; HUVEC IL-1B NFkB p65 nuclear translocation imaging; inhibition, % at 2 µM; 94,000 compounds, 0.43% hits; AID 796;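 active = inhibition above about 30% together with a positive call from visual inspection of the well image, limit read from the data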;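 note: nuclear over cytoplasmic p65 intensity ratio measured by imaging; 0% = IL-1B stimulated DMSO wells and 100% = unstimulated DMSO wells; values of inactives mirror those of a sister screen read the other way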
PLAP inhibition = PLAP enzyme inhibitors, biochemical, luminescence, HTS (AID 690); 96,000 compounds, 0.08% hits; purified PLAP, luminescent substrate; higher % means a stronger effect; inhibition, % at 20 µM; hits with a dose series show IC50 in µM; in the data active = a potency from the dose series; inactive = the rest, 99 in 100 with inhibition below about 30%; note: strong numbers were not always called active
NFkB transloc pot = enhances IL-1B driven NFkB nuclear translocation | 94,000 compounds, 0.3% hits | activation, % at 2 µM | AID 819 | HUVEC IL-1B NFkB p65 nuclear translocation imaging;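 active = activation above 40%, about the mean plus 3 SD, also judged a hit on visual image review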;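 note: percent activation is computed from the nuclear over cytoplasmic p65 intensity ratio; values of inactives mirror those of a sister screen read the other way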
Bcl-B displacement = displacers of TR3 peptide from Bcl-B, primary screen, selectivity assay for Bfl-1 inhibitor project, biochemical, fluorescence polarization; 96,000 compounds, 0.11% hits; AID 748; FP displacement of FITC-TR3 peptide from Bcl-B; higher % means a stronger effect; displacement, % at 20 µM; hits with a dose series show IC50 in µM;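 active = displacement above 50% at 20 µM plus a fluorescence interference ratio under 1.5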;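 note: plate controls were wells without compound for no effect and wells lacking Bcl-B protein for full effect; a part of the inactive calls stands beside numbers as strong as those of hits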
MRP resist rev cytotoxicity = recorded beside MRP resist rev, whose call it bears; viability, %; H69AR cells, CellTiter-Glo, 72 h; measured here: cytotoxicity without doxorubicin
MRP resist rev with doxorubicin = recorded beside MRP resist rev, whose call it bears; viability, %; measured here: viability with 2 uM doxorubicin; active compounds read low
IL1B NFkB inh cell count 2 µM = also measured in IL1B NFkB inh; calls as there; cell count; measured here: cells passing quality filter;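 raw number of nuclei counted in each imaged well without normalization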
NFkB transloc pot cell count 2 µM = second read-out of NFkB transloc pot, no call of its own (marks repeat the call); cell count; measured here: cells passing quality filter
* marks the source's active call; other numbers are inactive results; . = no result given.

SMILES	MRP resist rev	MRP resist rev cytotoxicity	MRP resist rev with doxorubicin	IL1B NFkB inh	IL1B NFkB inh cell count 2 µM	PLAP inhibition	NFkB transloc pot	NFkB transloc pot cell count 2 µM	Bcl-B displacement
COc1nc(NCc2cccnc2)nc(OC)n1	-14	93	107	7	83	0%	-7	83	10%
CCCCOC(=O)c1ccc(N2C(=O)CC(N3CCN(C/C=C/c4ccccc4)CC3)C2=O)cc1 (stereo not drawn)	4	80	76	-14	200	-62%	14	200	-33%
Cc1ccccc1OCCn1cc(/C(N)=N/O)c2ccccc21	6	70	64	3	151	30%	3	69	-1%
O=c1[nH]cnc2scc(-c3ccccc3)c12	-5	88	93	.	.	10%	.	.	1%
O=C(CSc1nnc(COc2ccccc2)n1Cc1ccco1)Nc1ccc2c(c1)OCCO2	3	85	82	-2	133	1%	2	133	4%
N#Cc1c(NC(=O)CN2CCCCC2)sc2c1CCC2	-4	89	93	-11	101	-23%	11	101	10%
CN(C(=O)CSc1nnc(Nc2ccccc2)s1)c1c(N)n(Cc2ccccc2)c(=O)[nH]c1=O	.	.	.	0	169	-110%	1	169	12%
COC(=O)c1ccccc1NC(=O)C1CC(=O)N(c2ccc(C)c(C)c2)C1 (stereo not drawn)	-38	32	70	-22	41	-14%	22	41	13%
Cn1c(SCC(=O)C(C)(C)C)nnc1-c1ccncc1	8	104	96	26	187	13%	-26	187	4%
CCOC(=O)COc1ccc(S(=O)(=O)N2CCN(C(=O)OCC)CC2)cc1	9	98	89	-3	170	-53%	3	170	-7%
c1ccc(CCn2nnnc2CN2CCCc3ccccc32)cc1	6	79	72	-2	161	-32%	2	161	50%
CCOc1cc(S(=O)(=O)NCc2cccs2)ccc1Cl	18	100	82	2	178	18%	-2	178	-10%
O=C(COC(=O)c1ccccn1)Nc1cccc(Cl)c1Cl	0	89	89	-1	118	-5%	1	118	6%
CCOC(=O)c1ccc(Nc2cc(C)nc(N3CCOCC3)n2)cc1	.	.	.	-5	188	0%	5	188	38%
COc1ccc(-c2nn(C)c(=O)c3ccccc23)cc1NC(=O)Cn1nc(C)c2ccccc2c1=O	1	3	2	-7	174	-44%	7	174	-43%
NC(=O)Cc1cn(-c2ncc(C(F)(F)F)cc2Cl)c2ccccc12	4	95	91	-8	201	-23%	24	46	5%
COc1cc(C2NC(=O)C(C#N)=C(S)N2c2ccc(C)cc2)ccc1OC(C)C (stereo not drawn)	-11	91	102	2	203	-66%	-2	203	1%
Nc1nc(NC(=O)c2ccco2)nn1-c1ccccc1	2	98	96	.	.	-32%	.	.	16%
CCOC(=O)Nc1ccc2c(c1)N(C(=O)CCN1CCOCC1)c1ccccc1S2=O (stereo not drawn)	0	2	2	9	90	6%	-9	90	-1%
O=C(CN1C(=O)COc2ccccc21)N1CCCc2ccccc21	1	98	97	3	84	6%	-3	84	-3%
CCOC(=O)C1CN(S(=O)(=O)c2ccccc2)CCN1S(=O)(=O)c1ccccc1 (stereo not drawn)	-19	63	82	4	205	-75%	-4	205	3%
CC(Oc1ccc(Cl)cc1Cl)C(=O)N/N=C1\CCCc2ccccc21 (stereo not drawn)	.	.	.	1	182	6%	-1	182	6%
CC(=O)Nc1ccc(NC(=O)C(C)OC(=O)CN(C)S(=O)(=O)c2ccc(Cl)cc2)cc1 (stereo not drawn)	.	.	.	-21	167	4%	21	167	17%
O=C(NCCc1c[nH]c2ccccc12)c1ccc(-n2cnnn2)cc1	-8	65	73	2	140	-12%	-2	140	6%
COC(=O)C1=C(C)N=C2SC(C)C(=O)N2C1c1cccs1 (stereo not drawn)	3	93	90	8	145	-7%	-8	145	-18%
(further entries)
SMILES	MRP resist rev	MRP resist rev cytotoxicity	MRP resist rev with doxorubicin	IL1B NFkB inh	IL1B NFkB inh cell count 2 µM	PLAP inhibition	NFkB transloc pot	NFkB transloc pot cell count 2 µM	Bcl-B displacement
c1c(C2CCCCC2)n[nH]c1CN1CCCCC1	.	.	.	.	.	-2%	.	.	-6%
CCC(=O)N1c2ccccc2NC2=C(C(=O)CCC2)C1c1cccnc1 (stereo not drawn)	10	99	89	.	.	-2%	.	.	3%
O=C(COc1ccc2ccccc2c1)NCCn1ccc2ccccc21	24	106	81	4	158	-39%	-4	158	-1%
N#Cc1c(-c2ccccc2)c(-c2ccccc2)n(Cc2ccco2)c1NC(=O)c1cccs1	.	.	.	.	.	-3%	.	.	2%
N#Cc1cc(-c2ccc(Cl)cc2)cn(Cc2c(Cl)cccc2Cl)c1=O	.	.	.	.	.	-3%	.	.	1%
CN(C)c1oc(-c2ccccc2Cl)nc1P(=O)(c1ccccc1)c1ccccc1	.	.	.	-1	228	-55%	1	228	-5%
O=C1C2C3C=CC([C@@H]2C(=O)N1Cc1cccnc1)C31CC1 (stereo partly drawn)	-3	100	103	0	164	11%	0	164	-4%
CCOC(=O)c1ccc(N2C(=O)CC(N(Cc3ccc4c(c3)OCO4)C(=O)Nc3ccccc3)C2=O)cc1 (stereo not drawn)	8	85	76	-6	115	-95%	6	115	-12%
COc1cc(C2C3C(=O)N(c4ccccc4)C(=O)C3ON2c2ccccc2)ccc1O (stereo not drawn)	-4	84	88	.	.	-20%	.	.	-8%
COc1cccc(OC)c1OCc1cc(C2C3CCCC=C3C(C#N)=C(N)C2(C#N)C#N)c(C)cc1C (stereo not drawn)	.	.	.	-7	127	-40%	7	127	-5%
CCCC(=O)NCc1nc2ccccc2n1C	-1	95	96	-10	129	3%	10	129	0%
Clc1cccc(Cl)c1CSc1nnc(CN2CCOCC2)n1-c1ccccc1	.	.	.	-2	196	-66%	2	196	-14%
CC1(C)CC(CC(=O)O)(c2ccc(F)cc2)CCO1 (stereo not drawn)	-3	97	99	15	151	8%	-15	151	4%
CCOC(=O)c1c(N)sc(C(O)(C(F)(F)F)C(F)(F)F)c1-c1ccccc1	-13	61	74	-9	56	-62%	9	56	-6%
COc1ccc(N(CC(=O)Nc2nccs2)S(=O)(=O)c2c(C)nn(C)c2C)cc1	0	96	97	7	61	-10%	-7	61	16%
O=C(c1cc(-c2ccc(Cl)cc2)n(-c2cc(Cl)ccc2Cl)n1)N1CCOCC1	.	.	.	-3	97	-34%	3	97	-8%
COCCN1C(=O)C(=O)/C(=C(/O)c2cccc(OC)c2)C1c1ccco1 (stereo not drawn)	5	103	98	-15	108	13%	15	108	-1%
Cc1cc(NC(=O)c2c(-c3ccccc3Cl)noc2C)no1	.	.	.	-3	151	2%	3	151	-22%
CCOc1nc(NCc2ccco2)nc(Nc2ccc(OC)cc2)n1	13	88	74	-32	177	18%	32	177	5%
CC(C)(C)C1CCC(=NNS(=O)(=O)c2ccc(Br)cc2)CC1 (stereo not drawn)	4	104	101	-7	148	.	7	148	.
COc1ccccc1C(=O)Nn1cnc2ccccc2c1=O	3	98	95	5	150	8%	-5	150	11%
O=C1CC(c2c[nH]c3ccccc23)C(=O)N1c1ccccc1 (stereo not drawn)	9	105	96	0	84	.	-1	84	.
O=C(COC(=O)CCCNC(=O)c1ccc(Cl)cc1)NC1CC1	2	81	79	-6	210	-5%	5	210	-4%
COc1ccc(CNC(=O)c2cnc3scc(C)n3c2=O)cc1	14	94	79	.	.	-17%	.	.	2%
CCCC(=O)Nc1sc(C)c(C)c1C(=O)Nc1cccc(C)c1	.	.	.	5	140	8%	-5	140	2%
Carrying on:
SMILES	MRP resist rev	MRP resist rev cytotoxicity	MRP resist rev with doxorubicin	IL1B NFkB inh	IL1B NFkB inh cell count 2 µM	PLAP inhibition	NFkB transloc pot	NFkB transloc pot cell count 2 µM	Bcl-B displacement
Cc1ccccc1NC(=O)NCCc1nc2ccccc2[nH]1	5	76	70	-15	129	13%	15	129	0%
COC(=O)c1sccc1NC(=O)c1cc(-c2ccc(C)cc2C)nc2ccccc12	.	.	.	-11	140	-18%	11	140	-3%
Oc1ccccc1NCC(O)Cn1ccc2ccccc21 (stereo not drawn)	-7	92	98	-25	177	-77%	25	177	-45%
CCCN1Cc2cccc(C(=O)Nc3ccc(CC)cc3)c2C1=O	18	89	71	-3	131	18%	2	52	10%
Cn1c(C(=O)NCc2cccnc2)cc2sc(Cl)cc21	.	.	.	.	.	-12%	.	.	1%
COc1ccccc1-c1c(C)nn2c(N3CCC4(CC3)OCCO4)cc(C)nc12	0	43	43	-24	149	-33%	24	149	-5%
O=C(CCCNS(=O)(=O)c1cccs1)N1CCN(c2cccc(Cl)c2)CC1	6	97	92	.	.	-31%	.	.	-7%
Cc1cccn2c(=O)c3cc(C(=O)N4COCC4(C)C)n(C)c3nc12	22	107	85	.	.	-47%	.	.	2%
NC(=O)c1oc2ccccc2c1NC(=O)CN1CCCCC1	-11	82	94	-3	83	-13%	3	83	-11%
O=C(c1ccncc1)N(Cc1ccccc1)Cc1nc2ccccc2c(=O)[nH]1	8	93	85	.	.	-22%	.	.	-5%
COC(=O)Nc1nn(Cc2ccccc2F)cc1Br	-2	94	95	13	123	0%	-13	123	2%
NC(=O)C1CCN(C(=O)CCc2nc3ccccc3c(=O)[nH]2)CC1	16	95	79	7	109	-13%	-7	109	11%
O=C(OCN1C(=O)c2ccccc2C1=O)c1ccco1	-7	101	108	-25	124	4%	25	124	1%
Cc1c(NC(=O)NCCN2C(=O)C3C4C=CC(C4)C3C2=O)c(=O)n(-c2ccccc2)n1C (stereo not drawn)	1	89	88	-8	165	-32%	9	165	-3%
COC(=O)CC1SC(=O)NC1=Nc1ccccc1 (stereo not drawn)	.	.	.	-18	148	-11%	18	148	-13%
Cc1ccc2nc(SCC(=O)O)nc(C)c2c1	-6	94	100	-13	120	-1%	13	120	5%
COc1ccc(N/C=C\C(=O)c2ccc3c(c2)OCO3)cc1	-20	63	83	14	130	20%	-14	130	12%

Shown with two lines to a compound: part of the list above.
Results follow in this order: MRP resist rev	MRP resist rev cytotoxicity	MRP resist rev with doxorubicin	IL1B NFkB inh	IL1B NFkB inh cell count 2 µM	PLAP inhibition	NFkB transloc pot	NFkB transloc pot cell count 2 µM	Bcl-B displacement
> Cn1c(C(=O)NCc2cccnc2)cc2sc(Cl)cc21
→ .	.	.	.	.	-12%	.	.	1%
> COc1ccccc1-c1c(C)nn2c(N3CCC4(CC3)OCCO4)cc(C)nc12
→ 0	43	43	-24	149	-33%	24	149	-5%
> O=C(CCCNS(=O)(=O)c1cccs1)N1CCN(c2cccc(Cl)c2)CC1
→ 6	97	92	.	.	-31%	.	.	-7%
> Cc1cccn2c(=O)c3cc(C(=O)N4COCC4(C)C)n(C)c3nc12
→ 22	107	85	.	.	-47%	.	.	2%
> NC(=O)c1oc2ccccc2c1NC(=O)CN1CCCCC1
→ -11	82	94	-3	83	-13%	3	83	-11%
> O=C(c1ccncc1)N(Cc1ccccc1)Cc1nc2ccccc2c(=O)[nH]1
→ 8	93	85	.	.	-22%	.	.	-5%
> COC(=O)Nc1nn(Cc2ccccc2F)cc1Br
→ -2	94	95	13	123	0%	-13	123	2%
> NC(=O)C1CCN(C(=O)CCc2nc3ccccc3c(=O)[nH]2)CC1
→ 16	95	79	7	109	-13%	-7	109	11%
> O=C(OCN1C(=O)c2ccccc2C1=O)c1ccco1
→ -7	101	108	-25	124	4%	25	124	1%
> Cc1c(NC(=O)NCCN2C(=O)C3C4C=CC(C4)C3C2=O)c(=O)n(-c2ccccc2)n1C (stereo not drawn)
→ 1	89	88	-8	165	-32%	9	165	-3%
> COC(=O)CC1SC(=O)NC1=Nc1ccccc1 (stereo not drawn)
→ .	.	.	-18	148	-11%	18	148	-13%
> Cc1ccc2nc(SCC(=O)O)nc(C)c2c1
→ -6	94	100	-13	120	-1%	13	120	5%
> COc1ccc(N/C=C\C(=O)c2ccc3c(c2)OCO3)cc1
→ -20	63	83	14	130	20%	-14	130	12%

Screening data: PubChem BioAssay, several laboratories

Only part of the results is shown; rates above refer to the full screens.
